GLS inh: glutaminase GLS (human) inhibition | 0.21% of 410,000 active | GLS enzymatic activity, qHTS titration | Potency, µM (titrated, usually from 45.5 µM), without a hit: at the highest dose activity change, negative = inhibition, most hits filed as inhibitors | AID 624170 | O94925; also: % is scaled to controls: 0 for no effect and ±100 for the full control effect
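Glutamate formation by hKGA was monitored fluorometrically using coupled glutamate oxidase, HRP and Amplex Red. Substrate was added as 1 mM L-glutamine solution; incubation was 30 min at RT after an initial read.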
RGS4 inhibitor: blocks human RGS4-accelerated GTP hydrolysis. P49798. Potency, µM (series often up to 114 µM), for inactives: at the top dose activity change, negative = inhibition, most hits filed as inhibitors. 0.039% of 390,000 active. Transcreener GDP fluorescence polarization, RGS4-accelerated GTP hydrolysis; also: % is scaled to controls: 0 for no effect and ±100 for the full control effect; nearly all actives have a fitted effect of over 75% in size; some results filed as inactive show a strong effect at the top dose
Target sequence (P49798 whole entry, looked up): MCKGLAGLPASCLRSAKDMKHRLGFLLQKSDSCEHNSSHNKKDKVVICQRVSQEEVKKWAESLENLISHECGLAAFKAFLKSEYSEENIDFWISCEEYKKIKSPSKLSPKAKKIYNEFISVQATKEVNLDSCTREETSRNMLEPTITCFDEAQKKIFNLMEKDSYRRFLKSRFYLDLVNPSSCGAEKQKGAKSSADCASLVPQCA
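MLSMR compounds (23 nl, pin-transferred) preincubated 10 min at room temperature with a 500nM (2x) first reagent, then RGS4 at 900nM (2x) plus Transcreener GDP mix added; fluorescence polarization (620/688 nm) read before and after 90 min at 30 °C.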
ERG Ets-DNA blk: inhibitors of human ERG Ets domain-DNA interaction | Potency, µM (titrated, usually from 76.9 µM), inactives show at the highest dose FP activity, negative = inhibition, most hits filed as inhibitors | fluorescence polarization, His-ERG Ets domain / labelled DNA | 0.028% of 370,000 active | P11308; active = well fitted inhibition curve with a large enough effect in the polarisation, with a control signal flat; inconclusive = small, poorly fitted or top-dose-only effect, or effect the other way, or a change in a side signal; inactive = no such curve, though single readings can be large or run the other way; the % refers to the polarisation;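 also: polarization taken with two DNA probes labelled with fluorescein and Texas red; % of control where 0% means no effect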
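His-tagged ERG Ets domain (1 uM in the protein solution; 300mM KCl, 50mM Tris-HCl, 1mM EDTA, 1mM DTT, pH 7.5) received compound, then a probe mix of 5 nM fluorescein-DNA and 100nM Texas-615-DNA. Fluorescence polarization was read for both dyes.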
HP1b binding inh: blocks HP1-beta chromodomain binding to methylated histone tails. P83916. AlphaScreen HP1-beta / biotin-H3K9me3 peptide binding. Potency, µM (top dose mostly 114 µM), inactives show at the highest dose activity change, negative = inhibition, most hits filed as inhibitors. 0.56% of 390,000 active. AID 540317; also: nearly all actives have a fitted effect of over 70% in size; inactives centre near 23
Target sequence (P83916 whole entry, looked up): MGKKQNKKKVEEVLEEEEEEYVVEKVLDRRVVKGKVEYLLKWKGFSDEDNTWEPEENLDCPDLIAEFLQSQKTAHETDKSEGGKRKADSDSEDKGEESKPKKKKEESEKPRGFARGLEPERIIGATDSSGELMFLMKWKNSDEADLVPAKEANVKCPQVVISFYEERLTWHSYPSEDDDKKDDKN
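Compound inhibition of the preformed complex between 50 nM HP1-beta and 50 nM biotinylated H3K9me3 peptide was read by AlphaScreen. Buffer was PBS pH 7.4 with 0.01% Tween-20. Incubations ran 30 min at room temperature, with 10 ug/mL donor/acceptor beads.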
TrxR1 inh: inhibitors of rat thioredoxin reductase 1. O89049. recombinant rTrxR1, NADPH fluorescence consumption, selenite substrate. Potency, µM (doses to about 114 µM), inactives show top-dose activity change, negative = inhibition, hits mostly inhibitors. 1% of 390,000 active; also: % is scaled to controls: 0 for no effect and ±100 for the full control effect; nearly all actives have a fitted effect of over 65% in size
Target sequence (O89049 whole entry, looked up): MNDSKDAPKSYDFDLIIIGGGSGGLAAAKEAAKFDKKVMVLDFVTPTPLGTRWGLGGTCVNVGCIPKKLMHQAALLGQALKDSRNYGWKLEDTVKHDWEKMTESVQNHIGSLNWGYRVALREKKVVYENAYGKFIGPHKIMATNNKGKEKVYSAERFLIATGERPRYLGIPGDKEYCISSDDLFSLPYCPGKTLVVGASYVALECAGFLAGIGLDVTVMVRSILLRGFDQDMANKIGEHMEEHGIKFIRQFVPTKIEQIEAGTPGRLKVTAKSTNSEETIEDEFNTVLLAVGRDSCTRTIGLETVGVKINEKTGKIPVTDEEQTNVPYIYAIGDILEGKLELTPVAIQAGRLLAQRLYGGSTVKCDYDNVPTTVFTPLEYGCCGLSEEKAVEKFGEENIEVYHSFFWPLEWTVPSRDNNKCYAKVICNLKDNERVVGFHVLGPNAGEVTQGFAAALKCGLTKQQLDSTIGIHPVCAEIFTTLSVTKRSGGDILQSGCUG
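Rat TrxR1 (90 nM in the dispensed reagent) was pre-reduced with 400 uM NADPH for 5 min at room temperature, then incubated with compound for 15 min. After 400 uM selenite was added, NADPH fluorescence (Ex 340/Em 450 nm) was followed for 8 min.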
JMJD2A Tudor: blocks the human JMJD2A Tudor domain; O75164; AlphaScreen JMJD2A-Tudor / H3K4me3 peptide binding; Potency, µM (titrated, usually from 114 µM), without a hit: at the highest dose activity change, negative = inhibition, actives largely listed as inhibitors; 4.4% of 390,000 active; AID 504339; also: % is scaled to controls: 0 for no effect and ±100 for the full control effect; nearly all actives have a fitted effect of over 50% in size
PGK inhibitor: blocks T. brucei phosphoglycerate kinase | PGK/GAPDH coupled, Kinase-Glo luminescence, 60 min | P07378 | AID 602233 | Potency, µM (doses to about 57.5 µM), without a hit: top-dose activity change, negative = inhibition, usual class: inhibitors | 0.043% of 380,000 active; also: % is scaled to controls: 0 for no effect and ±100 for the full control effect; nearly all actives have a fitted effect of over 60% in size
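Luminescent ATP detection (Kinase-Glo Plus) follows a 60-minute room-temperature incubation, with wells lacking PGK as controls. Buffer: 100 mM TEA (pH 7.6), 5 mM MgCl2, 0.01% Tween-20. Coupling enzyme GAPDH (100 nM final) supplies unstable 1,3-BPG in-well.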
Pin1 inh: inhibitors of human Pin1 | Pin1 FP peptide displacement, HiFluor488, 10 min | Potency, µM (titrated, usually from 115 µM), for the others: at the highest dose activity, negative = inhibition, actives largely listed as inhibitors | 0.009% of 390,000 active | AID 504891; active = well fitted inhibition curve with a large enough effect in the polarisation, with a control signal flat, not every such curve was filed as active; inconclusive = small, poorly fitted or top-dose-only effect, or effect the other way, or a change in a side signal; inactive = no such curve, though single readings can be large or run the other way; the % refers to the polarisation; also: % is scaled to controls: 0 for no effect and ±100 for the full control effect
Target sequence (Q13526 whole entry, looked up): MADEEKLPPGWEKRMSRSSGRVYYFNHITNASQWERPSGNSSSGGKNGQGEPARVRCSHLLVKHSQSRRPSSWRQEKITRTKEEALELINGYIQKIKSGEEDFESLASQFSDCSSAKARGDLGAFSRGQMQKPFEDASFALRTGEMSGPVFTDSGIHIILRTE
ALOX12 inh: blocks human arachidonate 12S-lipoxygenase. P18054. purified 12hLO, xylenol orange hydroperoxide absorbance. 1.1% of 580,000 active. AID 1671190. Potency, µM (titrated, usually from 108 µM), for the others: at the top dose activity change, negative = inhibition, hits mostly inhibitors; also: % is scaled to controls: 0 for no effect and ±100 for the full control effect
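Purified human 12hLO at 150 nM in 25 mM Hepes, 0.01% Triton X-100, pH 7.0, preincubated 15 min at room temperature with compound. Reaction started with 40 uM arachidonic acid, 30 min at room temperature. Hydroperoxide measured by Fe-xylenol orange, 573/405 nm absorbance ratio.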
An asterisk follows results filed as active; & = joins results of further samples; [ ] = dose if it differs, or a comment. Unless noted, calls follow the shape of the dose curve; as a rule, active = well fitted curve in the direction sought with a large enough effect; inconclusive = small, poorly fitted or top-dose-only effect, or another doubt; inactive = no such curve, though single readings can be large; an effect the other way counts as inactive or inconclusive. Potency is read from the fitted curve at half-maximal effect.

Screening Cc1ccc(N2CC(C(=O)Nc3ccccc3C(=O)N3CCOCC3)CC2=O)cc1 (stereo not given) returned GLS inh 2.6%, RGS4 inhibitor -14.6%, ERG Ets-DNA blk -7.1%, HP1b binding inh 14.9%, TrxR1 inh 8.8%, JMJD2A Tudor 6.2%, PGK inhibitor -6.3%, Pin1 inh -1.3% and ALOX12 inh 450.0%[activator].
`CCc1cccc(NC(=O)CNS(=O)(=O)c2ccc3nc(C)sc3c2)c1` gave GLS inh -6.7%, RGS4 inhibitor 2.7%, ERG Ets-DNA blk -4.0%, HP1b binding inh 25.8%, TrxR1 inh 9.7%, JMJD2A Tudor -18.1%, Pin1 inh 0.3% and ALOX12 inh -17.6%.
`O=C(COc1ccccc1)N/N=C/c1ccc2c(c1)OCO2` gave GLS inh -12.3%, RGS4 inhibitor 17.3%, ERG Ets-DNA blk 9.0%, HP1b binding inh 36.1%[activator], TrxR1 inh 12.7%[57.1 µM], JMJD2A Tudor -7.5%, PGK inhibitor 0.0%, Pin1 inh 0.2% and ALOX12 inh 5.7%.
For COc1ccc(CNCCS(=O)(=O)NCc2ccccc2)cc1 the results were GLS inh 0.8%, RGS4 inhibitor -12.0%, ERG Ets-DNA blk 5.3%, HP1b binding inh 44.1%[activator], TrxR1 inh 15.6%, JMJD2A Tudor -7.9%, PGK inhibitor 8.5%, Pin1 inh -4.6% and ALOX12 inh 0.4%.
`C/C(=N\Nc1nc2ccccc2[nH]1)c1ccc2c(c1)OCCO2` gave GLS inh -12.9%, RGS4 inhibitor -11.6%, ERG Ets-DNA blk 0.8%, HP1b binding inh inconclusive, TrxR1 inh 4.3%[57.1 µM], JMJD2A Tudor 50.1µM*, PGK inhibitor -0.5%, Pin1 inh -1.0% and ALOX12 inh 38.3%[activator].
Screening O=C(C1CCN(S(=O)(=O)c2ccccc2)CC1)N(CCc1ccccc1)Cc1ccco1 returned GLS inh -1.6%, RGS4 inhibitor -40.8%, ERG Ets-DNA blk -16.1%, HP1b binding inh 8.0%, TrxR1 inh -27.2%, JMJD2A Tudor -22.1%, PGK inhibitor -0.6%, Pin1 inh 43.8%[activator] and ALOX12 inh 4.0%.
`O=C(C(Sc1ccccc1)c1ccccc1)N1CCN(c2ccccc2)CC1` (stereo not given) gave GLS inh -2.9%, RGS4 inhibitor 31.6%, ERG Ets-DNA blk 2.0%, HP1b binding inh 22.8%, TrxR1 inh -10.3%, JMJD2A Tudor -17.2%, PGK inhibitor 7.6%, Pin1 inh -0.6% and ALOX12 inh -0.3%.
For Cn1cccc1C(=O)NNC(=O)COc1ccc(Br)cc1 the results were GLS inh 1.7%, RGS4 inhibitor -12.7%, ERG Ets-DNA blk 6.6%, HP1b binding inh 37.2%, TrxR1 inh 12.0%, JMJD2A Tudor 2.7%, PGK inhibitor -3.7%, Pin1 inh -1.9% and ALOX12 inh 7.2%.
Screening Nc1ccc(C(=O)N(CCO)CCO)cc1 returned GLS inh 7.2%, RGS4 inhibitor 26.6%, ERG Ets-DNA blk -12.8%, HP1b binding inh 23.8%, TrxR1 inh -1.6%[57.1 µM], JMJD2A Tudor -8.6%, PGK inhibitor 3.1%, Pin1 inh -1.7% and ALOX12 inh -4.2%.
For C[C@H](CCC(=O)NCC(=O)O)[C@H]1CC[C@H]2[C@@H]3[C@H](O)C[C@@H]4C[C@H](O)CC[C@]4(C)[C@H]3C[C@H](O)[C@]12C the results were GLS inh 2.5%&9.9%&5.5%, RGS4 inhibitor 17.8%&5.0%&9.9%, ERG Ets-DNA blk 1.8%&11.0%&-4.7%, HP1b binding inh 24.7%&13.6%&15.0%, TrxR1 inh -0.7%&26.6%&26.4%, JMJD2A Tudor -15.8%&-8.6%&-20.1%, PGK inhibitor 8.0%&-4.7%, Pin1 inh -1.3%&-2.2% and ALOX12 inh 3.4%&-3.7%&7.6%&-4.9%.
`CCN(CC)S(=O)(=O)c1ccc(C(=O)NCc2n[nH]c(=S)n2-c2ccccc2OC)cc1` gave GLS inh 2.1%, RGS4 inhibitor -19.4%, HP1b binding inh 17.2%, TrxR1 inh 3.0%, JMJD2A Tudor 22.4µM*, PGK inhibitor inactive, Pin1 inh 0.0% and ALOX12 inh -3.1%.
For O=C(NNC(=O)c1n[nH]c2ccccc12)c1ccccc1 the results were GLS inh 3.3%, RGS4 inhibitor 14.5%, ERG Ets-DNA blk 0.9%, HP1b binding inh 39.5%[activator], TrxR1 inh -0.5%, JMJD2A Tudor -4.8%, PGK inhibitor -7.2%, Pin1 inh -5.3% and ALOX12 inh 15.7%.
Cc1ccc(-n2c(-c3ccccc3)c[n+]3c2CCc2ccccc2-3)c(C)c1 was read as GLS inh -12.5%, RGS4 inhibitor 0.2%, ERG Ets-DNA blk -3.5%, HP1b binding inh -7.4%, TrxR1 inh 15.8%[57.1 µM], JMJD2A Tudor -14.4%, PGK inhibitor inactive, Pin1 inh 5.4% and ALOX12 inh 5.7%.
`COc1cccc(-c2csc3nc[nH]c(=O)c23)c1` gave GLS inh inconclusive, RGS4 inhibitor 30.0%, ERG Ets-DNA blk -0.5%, HP1b binding inh 26.0%, TrxR1 inh 1.2%[57.1 µM], JMJD2A Tudor 4.1%, PGK inhibitor -1.6%, Pin1 inh inconclusive and ALOX12 inh 0.0%.
For CCOC(=O)C1CCCCN1Cc1cn(C)nc1-c1ccccc1F (stereo not given) the results were GLS inh 9.2%, RGS4 inhibitor 23.0%, ERG Ets-DNA blk -0.4%, HP1b binding inh 18.2%, TrxR1 inh 9.7%, JMJD2A Tudor 5.3%, PGK inhibitor 7.2%, Pin1 inh 5.9% and ALOX12 inh 4.6%.
For O=C(CCl)Nc1sccc1C(=O)c1ccccc1 the results were GLS inh 0.0%, RGS4 inhibitor -11.8%, ERG Ets-DNA blk -3.8%, HP1b binding inh 6.9%, TrxR1 inh -72.7%, JMJD2A Tudor -19.7%, PGK inhibitor 0.0%, Pin1 inh -1.2% and ALOX12 inh -14.2%.
Screening Cc1nn(CC(=O)Nc2ccc(N3CCOCC3)cc2)c(C)c1[N+](=O)[O-] returned GLS inh 3.0%, RGS4 inhibitor -23.1%, ERG Ets-DNA blk 7.3%, HP1b binding inh 13.9%, TrxR1 inh 8.4%[57.1 µM], JMJD2A Tudor -34.9%, PGK inhibitor -0.9%, Pin1 inh -1.8% and ALOX12 inh -8.1%.
`CCOC(=O)c1c(C)n(-c2ccccc2)c2ccc(OC(=O)COc3ccccc3)cc12` gave GLS inh 10.4%, RGS4 inhibitor 15.8%, ERG Ets-DNA blk 8.9%, HP1b binding inh 39.7%, TrxR1 inh 13.9%, JMJD2A Tudor -9.5%, PGK inhibitor -6.6%, Pin1 inh -1.9% and ALOX12 inh -13.2%.
For Cc1ccc(C)c(OCc2cc(C(=O)N3CCc4sccc4C3)no2)c1 the results were GLS inh 5.6%, RGS4 inhibitor 0.6%, ERG Ets-DNA blk -1.5%, HP1b binding inh 67.3%[activator], TrxR1 inh -18.6%, JMJD2A Tudor 50.0%[activator], PGK inhibitor 6.2%, Pin1 inh 6.2% and ALOX12 inh -10.0%.
`Cc1c(C(=O)Nc2ccc(Br)cc2F)oc2ccc(S(=O)(=O)N3CCC4(CC3)OCCO4)cc12` gave GLS inh 1.0%, RGS4 inhibitor -1.5%, ERG Ets-DNA blk 1.2%, HP1b binding inh 5.3%, TrxR1 inh 16.8%[57.1 µM], JMJD2A Tudor -20.5%, PGK inhibitor -11.7%, Pin1 inh 2.3% and ALOX12 inh -18.7%.
For Cc1ccc(S(=O)(=O)NC(CC(C)C)C(=O)Nc2ccncc2)cc1 (stereo not given) the results were GLS inh -4.8%, RGS4 inhibitor -31.3%, ERG Ets-DNA blk 0.6%, HP1b binding inh 35.9%[activator], TrxR1 inh 4.9%, JMJD2A Tudor -15.9%, PGK inhibitor inactive, Pin1 inh -1.4% and ALOX12 inh -31.5%.
Screening Cc1ccc(NC(=O)c2ccn(C(=O)Nc3ccccc3)n2)c(C)c1 returned GLS inh 15.3%, RGS4 inhibitor -21.3%, ERG Ets-DNA blk 0.2%, HP1b binding inh 19.5%, TrxR1 inh 7.3%[57.1 µM], JMJD2A Tudor -5.6%, PGK inhibitor -4.3%, Pin1 inh 2.1% and ALOX12 inh -15.6%.
C/C(Cn1nc([N+](=O)[O-])cc1C)=N\NC(=O)COc1ccc(Cl)cc1Cl was read as GLS inh -0.3%, RGS4 inhibitor 0.3%, ERG Ets-DNA blk -0.2%, HP1b binding inh 25.7%, TrxR1 inh 6.0%, JMJD2A Tudor -18.5%, PGK inhibitor 2.9%, Pin1 inh 6.1% and ALOX12 inh 3.9%.
COc1ccc2c(c1)CCNC2Cc1ccc(OC)c(O)c1 (stereo not given) was read as GLS inh 30.3%[activator], RGS4 inhibitor 20.7%, HP1b binding inh 5.2%, TrxR1 inh 19.5%[57.1 µM], JMJD2A Tudor -35.9%, PGK inhibitor -3.2% and Pin1 inh -2.6%.
Screening Cc1ccc(CNC(=O)c2c(-c3ccc(Br)cc3)noc2C)o1 returned GLS inh 9.7%, RGS4 inhibitor -0.8%, ERG Ets-DNA blk -1.6%, HP1b binding inh 18.5%[57 µM], TrxR1 inh 3.0%[57.1 µM], JMJD2A Tudor -16.2%, PGK inhibitor 11.9%, Pin1 inh 3.9% and ALOX12 inh 4.3%.

Some of the compounds tested; count on the stated rates, not on these rows.
